Bioassay records: PubChem, several laboratories
PLCb3 inh = human PLC-beta3 inhibitors, primary screen, biochemical, fluorescence; 1-phosphatidylinositol 4,5-bisphosphate phosphodiesterase beta-3 (Homo sapiens), Q01970; Purified PLC-beta3, fluorogenic substrate; inhibition, % at 12.2 µM; actives 0.18% (n = 370,000); in the data active means inhibition above about 11%;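 further: 0% = median of compound wells on plate and 100% = full blocker control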
DAX1 inh-1 = DAX1 (NR0B1) inhibitors, primary screen, cell-based, HEK293, Gal4-DAX1, luciferase luminescence. HEK293 Gal4-DAX1 luciferase reporter. AID 504766, 2011. actives 0.99% (n = 340,000). inhibition, % at 6.75 µM;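 active means inhibition above the mean over all tested compounds plus 3 SD, cut at about 4.2% in these data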;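 further: 0% = DAX1-transfected cells with DMSO and 100% = empty-vector control cells with DMSO; inhibition shows as a rise in luminescence from relieved DAX1 repression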
Target sequence (P51843 207-470 limits assumed): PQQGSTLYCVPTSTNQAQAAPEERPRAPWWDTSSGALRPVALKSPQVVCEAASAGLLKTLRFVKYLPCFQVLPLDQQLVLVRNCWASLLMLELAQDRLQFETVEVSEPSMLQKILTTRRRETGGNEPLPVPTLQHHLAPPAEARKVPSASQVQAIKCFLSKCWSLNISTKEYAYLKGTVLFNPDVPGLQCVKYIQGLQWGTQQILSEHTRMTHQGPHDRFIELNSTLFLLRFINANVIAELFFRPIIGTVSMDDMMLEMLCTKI
SMARCA2 act = SMARCA2 (BRM) function activators, primary screen, cell-based, luminescence, high throughput; AID 652017, 2013; actives 1% (n = 370,000); MG213 cells, MMTV-luciferase reporter, dexamethasone, overnight; activation, % at 9.1 µM; in the data active means activation above about 7.8%;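 further: 0% = vehicle wells and 100% = reference activator wells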
PG9 Ab binder = binders of HIV-1 gp120 antibody PG9, primary screen, biochemical, TR-FRET; HIV-1 gp120 / PG9 antibody interaction; TR-FRET gp120-PG9 antibody binding; inhibition, % at 6.7 µM; actives 0.43% (n = 360,000); in the data active means inhibition above about 8.5%
HGIII-sPLA2 inh = human group III sPLA2 inhibitors, primary screen, biochemical, QFRET, BODIPY PC-A2 liposome substrate; Group 3 secretory phospholipase A2 (Homo sapiens), Q9NZ20; QFRET BODIPY PC-A2 liposome hydrolysis, fluorescence; inhibition, % at 12.2 µM; actives 0.56% (n = 370,000); AID 743126, 2013;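 active means inhibition above mean plus 3 SD of compounds lying within the high and low control bounds, cut at about 19% in these data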;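 further: 0% = median of test compound wells and 100% = no enzyme DMSO wells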
Target sequence (Q9NZ20 whole entry, looked up): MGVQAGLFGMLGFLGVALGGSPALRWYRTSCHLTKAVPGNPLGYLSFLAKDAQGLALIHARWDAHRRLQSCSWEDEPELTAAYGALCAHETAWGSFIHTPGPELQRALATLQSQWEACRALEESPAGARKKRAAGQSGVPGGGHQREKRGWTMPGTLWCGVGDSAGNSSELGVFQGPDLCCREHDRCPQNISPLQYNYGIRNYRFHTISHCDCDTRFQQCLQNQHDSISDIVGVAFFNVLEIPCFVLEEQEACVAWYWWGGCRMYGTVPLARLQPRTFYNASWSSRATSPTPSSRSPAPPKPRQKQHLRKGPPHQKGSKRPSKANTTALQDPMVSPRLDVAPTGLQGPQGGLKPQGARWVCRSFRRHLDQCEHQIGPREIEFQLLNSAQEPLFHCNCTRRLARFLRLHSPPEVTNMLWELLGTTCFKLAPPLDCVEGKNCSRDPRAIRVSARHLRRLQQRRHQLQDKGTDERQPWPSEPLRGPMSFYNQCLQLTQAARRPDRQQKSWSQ
DAX1 inh-2 = DAX1 (NR0B1) inhibitors on StAR promoter, primary screen, cell-based, luminescence, SF-1 (NR5A1), full-length DAX-1; actives 1.1% (n = 370,000); AID 652010, 2013; HEK293T StAR-luciferase reporter, SF-1/DAX-1 repression relief; inhibition, % at 6.8 µM;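 active means inhibition above the mean over all tested compounds plus 3 SD, cut at about 3.6% in these data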;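 further: 0% = DAX-1 cells with DMSO and 100% = cells lacking DAX-1 with DMSO; higher inhibition means more luminescence from relief of DAX-1 repression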
NR1D1 modulator = modulators of Rev-erb alpha DNA binding, primary screen, biochemical, FITC-DNA, fluorescence polarization, uHTS. Nuclear receptor subfamily 1 group D member 1 (Homo sapiens), P20393. Rev-erbα–FITC-DNA binding, 90 min. activity, % at 10 µM. actives 0.79% (n = 370,000). AID 1259318, 2017;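 active means activity above about 14%, limit read from the data; passing the limit was not always enough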;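 further: 0% = DMSO wells with 35 nM protein and 100% = DMSO wells with 750 nM protein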
hgDAF12 agonist = H. glycines DAF-12 receptor agonists, primary screen, cell-based, luminescence, HEK293, GAL4 fusion, UAS-luciferase | Nuclear hormone receptor DAF-12 (Heterodera glycines), GAL4 fusion | HEK293 GAL4-hgDAF12 UAS-luciferase reporter, agonist luminescence; normalized to butyrate control | activation, % at 6.8 µM | actives 1.8% (n = 370,000) | AID 687014, 2013;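 active means activation above a cutoff set at the mean of all screened compounds plus 3 SD, cut at about 10% in these data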;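 further: 0% = DMSO wells and 100% = sodium butyrate wells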
hcDAF12 agonist = H. contortus DAF-12 nuclear receptor activators, primary screen, cell-based, luminescence, HEK293, lit1-tk-luc reporter; activation, % at 6.8 µM; HEK293 hcDAF-12 lit1-tk-luc reporter; 0% DMSO, 100% Δ7-dafachronic acid; actives 1.4% (n = 370,000);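 active means activation above the mean of all tested compounds plus 3 SD, cut at about 5.5% in these data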;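 further: 100% = response to 3 µM Δ7-dafachronic acid high control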
GAA850 FXN act = FXN promoter activators, primary screen, cell-based, luciferase luminescence, HEK293 lucGAA850; HEK293 lucGAA850 FXN promoter luciferase reporter, 24 h; percent of 10 µM SAHA response; activation, % at 6 µM; actives 0.56% (n = 360,000);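 active means activation above the average of all compounds screened plus 3 SD, cutoff fixed separately per campaign, cut at about 7.5% in these data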;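 further: 0% = DMSO wells and 100% = 10 µM SAHA wells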
ssDAF12 agonist = S. stercoralis DAF-12 nuclear receptor activators, primary screen, cell-based, luminescence, HEK293, GRIP1 co-expression, lit1-tk-luc; Nuclear hormone receptor DAF-12 (Strongyloides stercoralis); HEK293 ssDAF-12/GRIP1 lit1-tk-luc reporter; % of 3 µM dafachronic acid response; activation, % at 6.8 µM; actives 1% (n = 370,000); AID 652126, 2013;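 active means activation above the mean over all tested compounds plus 3 SD, cut at about 0.9% in these data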;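 further: 0% = DMSO-only wells and 100% = 3 µM delta7-dafachronic acid wells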
Active calls of the source: *; x = no result given.

SMILES	PLCb3 inh	DAX1 inh-1	SMARCA2 act	PG9 Ab binder	HGIII-sPLA2 inh	DAX1 inh-2	NR1D1 modulator	hgDAF12 agonist	hcDAF12 agonist	GAA850 FXN act	ssDAF12 agonist
CC(=O)NC(C)c1nc2ccccc2n1C(C)C (centres undefined)	4	0.7	-3	2.6	6	0.4	-6	0.3	0.5	-0.2	-1.3
O=C(NCc1cccnc1)c1ccccc1NS(=O)(=O)c1ccccc1	-18	-0.3	0	11*	-1	-1.0	2	-1.4	-0.8	-0.9	-0.8
COc1cc2c(cc1OC)C(Cc1cc(OC)c(OC)cc1[N+](=O)[O-])=NCC2	-62	0.7	-3	-2.8	6	-1.7	12	-3.9	-1.2	0.5	-1.3
CCOc1ccc(NC(=O)c2ccc3nccnc3c2)cc1	3	0.3	-1	0.2	-4	0.1	0	4.1	1.9	3.2	-1.5
CS(=O)(=O)C1=C(O)C(=O)N(c2ccccc2)C1c1ccccc1 (centres undefined)	2	0.0	0	0.4	4	0.4	2	-0.2	-1.2	-1.4	-0.8
O=C(CN1C(=O)NC(Cc2c[nH]c3ccccc23)C1=O)Nc1ccc(F)cc1F (centres undefined)	1	1.3	-3	-2.1	-82	-0.7	2	0.1	-0.3	1.5	-0.5
O=C(COC(=O)c1ccc2ccccc2c1O)Nc1ccccc1	-14	0.5	-1	0.6	6	-0.8	59*	2.9	-0.7	-0.2	-0.8
O=C(NN=Cc1ccc(Cl)cc1Cl)C1CC1	-5	0.4	-1	-0.6	-1	-0.9	2	6.4	1.1	2.4	0.7
CCOC(=O)CN(C(=O)CSc1nnc(-c2ccncc2)n1CCCN(C)C)c1ccccc1	1	-0.4	2	-1.0	6	0.1	0	-1.4	0.4	-3.4	-0.9
CCC(=O)c1ccc(OCC(O)Cn2cnc3ccccc32)cc1 (centres undefined)	-1	-0.7	-1	-1.4	6	-1.0	-2	-2.2	-1.2	-0.1	-1.5
Cc1c(Cl)cccc1NC(=O)CNC(=O)c1cn(-c2ccccc2)nc1-c1cccnc1	-16	1.0	-2	0.2	-11	-1.8	-7	-2.1	-1.3	-1.7	-0.6
COc1ccc(Cl)cc1C(=O)NNC(=O)CSc1nnnn1C	0	1.2	-1	-0.6	-1	0.7	-3	0.4	1.3	-1.4	-1.5
CCn1c(CCNC(=O)c2ccc(Cl)cc2)nnc1SCC(=O)NC1CCCC1	-1	0.5	-3	-0.8	7	-0.1	-2	-1.4	-1.2	-1.2	-0.4
Cc1ccc(Cl)c(NC(=O)COC(=O)c2cc[n+]([O-])cc2)c1Cl	0	-0.4	-5	-1.7	15	-0.8	7	-0.8	-1.2	1.0	-1.6
Cc1cc(C(=O)N2CCc3ccccc3C2)no1	-8	-0.7	1	0.4	3	2.0	3	-1.4	-1.2	0.5	-1.1
COc1ccc(OC)c2[nH]c(=O)c(CCNC(=S)NC(C)(C)C)cc12	-85	-0.7	0	-1.4	10	-0.8	5	-3.1	2.3	0.2	-2.3
C[C@@H]1CN([C@@H](C)CO)C(=O)CCCn2nncc2CO[C@H]1CN(C)C(=O)Nc1ccnc(N2CCOCC2)c1	0	1.1	-4	0.7	1	1.0	-1	-0.1	-1.1	2.3	-0.5
COC(=O)c1ccccc1NC(NC(=O)c1ccco1)C(=O)c1ccc(C)cc1 (centres undefined)	-1	-0.2	-1	-0.5	0	0.4	-3	3.1	-0.3	1.6	-1.0
Clc1ccc(-c2ccc(-c3nn4c(-c5ccco5)nnc4s3)o2)cc1	-111	-0.4	-2	-0.4	0	-0.3	-12	0.3	-2.3	1.1	-2.0
CCOc1ccc2ccccc2c1C(=O)NCC(c1ccc(N(C)C)cc1)N(C)C (centres undefined)	-5	1.2	-2	-0.9	6	-2.1	0	-2.2	-0.8	-0.2	-1.4
CN(C)CC(O)c1ccc(C=Cc2ccc(Cl)cc2)cc1 (centres undefined)	-20	6.4*	7	-2.1	-20	3.1	-5	12*	4.9	2.9	-0.8
CC(=O)c1c(C)oc2c1C(=O)c1ccccc1C2=O	2	-0.3	-2	-2.6	4	-1.1	0	-3.8	-2.1	1.8	-1.2
Cc1cc(NC(=O)C2CC=CCC2C(=O)O)ccc1NC(=O)c1ccccc1 (centres undefined)	-9	0.4	0	-0.1	6	-0.2	-5	0.4	-1.1	0.8	-1.4
COc1ccc(OC)c(/C=C/c2nc3ccccc3[nH]c2=O)c1	-349	0.7	-1	-1.2	-5	-0.3	-5	-1.7	-0.3	2.6	-1.2
Cc1ccc(CN2CCc3c(OCc4ccc(F)cc4)cccc3C2=O)cc1	-4	-2.2	-6	-1.7	-12	-1.7	-5	-3.8	-2.4	1.1	-2.2
The results go on:
SMILES	PLCb3 inh	DAX1 inh-1	SMARCA2 act	PG9 Ab binder	HGIII-sPLA2 inh	DAX1 inh-2	NR1D1 modulator	hgDAF12 agonist	hcDAF12 agonist	GAA850 FXN act	ssDAF12 agonist
COc1ccc2cc(S(=O)(=O)Nc3ccccn3)ccc2c1	-6	-1.1	-3	-0.8	-8	0.2	-1	-0.8	-1.2	1.9	-0.9
CCC(=O)Nc1ccc(C(=O)CSc2nnc(-c3ccc(NS(=O)(=O)CC)cc3)o2)cc1OC	-1	-0.9	0	1.0	-8	-0.8	-4	-1.5	0.3	4.2	-1.0
CCCC(=O)OC1CCS(=O)(=O)c2sccc21 (centres undefined)	-1	-0.4	0	-0.5	2	0.4	1	0.5	1.3	0.2	-0.6
COC(=O)C1C(c2ccc(OC)cc2)Nc2nnc(C(F)(F)F)n2C1(C)O (centres undefined)	-9	0.2	-2	-1.2	-3	0.8	12	3.3	-1.2	1.6	-0.9
COC(=O)C1=C(C)N(c2ccc(F)cc2)/C(=C/c2ccc(O)cc2)C1=O	0	-2.1	-2	-1.2	-12	-0.1	-2	2.1	-1.6	-0.9	-1.2
CC1CN(S(=O)(=O)c2cccc(C(=O)NCC3COc4ccccc4O3)c2)CC(C)O1 (centres undefined)	-1	-1.2	-3	0.6	3	-2.3	-4	-0.9	-2.2	-1.8	-1.2
CCCCn1nnnc1C1(C)CCC(=O)N1Cc1cccnc1 (centres undefined)	-1	x	0	-0.9	11	0.1	1	-2.5	-0.3	x	-0.5
O=C(c1ccc(S(=O)(=O)N2CCOCC2)cc1)N(Cc1ccco1)Cc1cccs1	0	0.2	-2	-0.5	-4	-1.0	-9	-1.6	-0.4	1.1	-1.4
O=C(NC1=NCCS1)c1cccc(S(=O)(=O)N2CCc3ccccc32)c1	2	-0.5	-1	-1.0	-10	-0.3	2	-1.9	-1.3	2.6	-1.9
COc1cccc(C2SCC(=O)N2c2ccc(Cl)cc2)c1OC (centres undefined)	-3	-0.4	0	-0.4	-9	-0.6	-2	-1.0	-0.6	0.4	-1.5
COc1ccc(CN2CC[C@H]3C=CC[C@@H](C(=O)NCCc4ccccc4)[C@H]3C2=O)cc1OC	0	1.1	1	0.8	6	0.5	-1	1.0	-1.1	2.2	-0.7
O=C(c1cccc(F)c1)N1CCN(c2ccc([N+](=O)[O-])c(N3CCOCC3)c2)CC1	1	0.0	0	-2.0	-2	-1.0	1	2.1	-1.5	-0.6	-0.9
CCCS(=O)(=O)n1nc(-c2ccc(C)cc2)cc1N	5	-0.4	1	-2.1	-5	1.0	1	1.7	0.4	-0.4	-1.2
COc1ccc(Cc2nc(-c3cccnc3)no2)cc1OC	-6	1.2	-1	-1.0	0	-0.7	2	-1.6	1.1	1.1	-1.5
c1ccc(Cc2nn3c(-c4ccncc4)nnc3s2)cc1	-125	-0.6	-4	0.9	6	0.1	-8	3.4	-1.5	-0.4	-1.4
CCCC(=O)N1CCN(c2nnc(-c3ccccc3)c3ccccc23)CC1	-6	-1.1	-3	0.5	5	-0.4	-1	-0.5	0.3	3.1	-1.3
O=C(COc1ccc(Cl)cc1Cl)Nc1ccc(C(=O)Nc2ccccc2C(=O)O)cc1	-19	0.2	2	-1.9	-15	4.3*	-6	0.4	2.2	4.0	-0.4
CCOC(=O)[C@@]12CCC3=C1N(CCC3)C(=O)[C@H](CC(=O)NCCCCc1ccccc1)C2	-1	x	-2	x	13	-1.0	2	1.9	-2.1	x	-0.7
CC(=O)N1CCc2cc(Br)cc(S(=O)(=O)NCCCN3CCCC(C)C3)c21 (centres undefined)	3	0.1	-4	-0.7	-1	0.9	4	1.5	-0.6	-0.8	-1.1
COc1ccc(CN2CCCC(C(=O)N3CCCC3)C2)c(OC)c1 (centres undefined)	-2	0.1	-2	0.8	-1	0.3	0	-2.4	-2.4	2.7	-1.1
CC(C)Nc1nc(-c2ccccc2)nc(-n2ccnc2)n1	5	0.8	0	-1.1	6	-1.1	7	2.1	-2.0	3.2	-1.3
Cc1ccccc1OCC(=O)NC1=NCCS1	0	0.2	9.0*	-3.4	2	2.4	4	9.2	4.6	2.3	-0.9
CN(Cc1ccc2c(c1)OCO2)C(=O)c1cc(-c2ccccc2)c(N2CCOCC2)s1	-30	-0.5	-1	-0.6	-1	-2.0	7	-1.9	-0.8	1.3	-0.2
CCCCOC(=O)N/N=C/C=C/c1ccccc1	1	2.7	2	-2.7	7	1.4	1	9.0	0.1	3.6	-0.4
COc1ccc(CCN2C(=O)c3ccccc3NC2c2cc(Cl)c(O)c(OC)c2)cc1 (centres undefined)	-170	-1.4	3	-3.0	-27	-1.0	-7	3.0	-2.3	-4.3	0.0
Cc1cc(C)n(-c2ccc([N+](=O)[O-])cc2-c2nn[nH]n2)n1	-3	1.5	-1	-0.1	0	0.6	-1	0.6	-1.1	0.9	-1.8
CCOc1ccc(OCC(=O)Nc2ccc(S(N)(=O)=O)cc2)cc1	-2	-1.4	7	-2.1	1	-0.3	1	1.1	0.8	-0.6	-1.9
CNC(=O)c1cc(Oc2ccc(NC(=O)c3[nH]c(-c4ccccc4)c4c3C(=O)N(C)C4=O)cc2)ccn1	2	x	4	-2.6	4	0.6	5	1.5	0.5	x	-0.8
O=S(=O)(c1ccc(F)cc1)N1CCN(c2ccc(-c3ccccc3)nn2)CC1	1	0.1	-1	-11	-6	-0.2	-3	2.1	2.0	0.3	-1.8
NS(=O)(=O)c1cccc(NC(=O)CSc2nnc(C3CC3)n2Cc2ccccc2)c1	-4	0.4	-2	-0.1	-11	-0.5	2	-3.5	-1.0	1.6	-1.5

Outcome played no part in choosing rows. Share with any hit: about 7%.
